GalR3 antagonist = GalR3 antagonists in HEK293 cells, primary screen, cell-based, fluorescence readout; inhibition, % at 3 µM; Galanin receptor type 3 (Homo sapiens), O60755; AID 651719, 2012; HEK293 GalR3-CNG cAMP membrane potential fluorescence; galR3 body fused to GalR1 C-terminus; hit rate 0.44% among 360,000;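 active means inhibition above the screen-wide average plus 3 SD, cut at about 13% in these data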;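 further: forskolin and galanin both at EC90 stimulate the cells; cAMP rise reported by CNG channel membrane potential dye signal; 0% = forskolin plus galanin with DMSO and 100% = forskolin alone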
Target sequence (O60755 1-299 limits assumed): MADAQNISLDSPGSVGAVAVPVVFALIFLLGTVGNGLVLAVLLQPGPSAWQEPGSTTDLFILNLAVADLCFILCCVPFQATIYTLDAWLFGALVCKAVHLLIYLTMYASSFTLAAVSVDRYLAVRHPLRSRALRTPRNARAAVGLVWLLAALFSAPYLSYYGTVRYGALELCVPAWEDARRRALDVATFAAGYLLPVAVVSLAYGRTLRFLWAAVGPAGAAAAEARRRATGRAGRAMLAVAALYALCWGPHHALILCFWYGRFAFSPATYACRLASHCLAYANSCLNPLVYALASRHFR
IDE act = human IDE activators in live cells, primary screen, fluorescence polarization, HEK cells, FAbeta-B substrate | activation, % at 5.96 µM | Insulin-degrading enzyme (Homo sapiens), P14735 | hit rate 0.073% among 340,000 | FAbeta-B cleavage; 0% vehicle, 100% cell-free pure enzyme wells;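 active means activation above the mean of all tested compounds plus 3 SD, set per screening campaign, cut at about 17% in these data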
IDE cell inh = human IDE inhibitors in live cells, primary screen, fluorescence polarization, HEK cells, FAbetaB substrate; FAbetaB cleavage; hit rate 0.41% among 320,000; inhibition, % at 5.59 µM;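 active means percent inhibition above the average of all tested compounds plus 3 SD, set per screening campaign, cut at about 16% in these data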;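 further: IDE supplied by intact live HEK cells; FP after avidin binding of uncleaved biotin substrate so inhibition keeps polarization high; 0% = DMSO wells and 100% = 60 µM reference IDE inhibitor Ii1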
M4 PAM = human M4 muscarinic receptor positive allosteric modulators, primary screen, CHO-K1 cells, Fluo-8 calcium fluorescence | Muscarinic acetylcholine receptor M4 (Homo sapiens), P08173 | activation, % at 3 µM | CHO-K1 hM4/Gqi5, ACh EC20; 0% = ACh EC20, 100% = maximal ACh | hit rate 0.4% among 360,000;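 active means activation above its plate's cutoff, the mean activation of sample wells plus 3 SD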; further: some results filed as inactive read as strong as hits
CRFBP-R2 block = antagonists of CRF-BP/CRF-R2 complex, primary screen, cell-based, HEK293, calcium dye fluorescence, uHTS | inhibition, % at 11.8 µM | hit rate 0.59% among 350,000 | CRF-induced calcium fluorescence;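 active means inhibition of the ligand-induced calcium signal above about 50% at the single tested concentration, limit read from the data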
CRFBP-R2 agonist = agonists of CRF-BP/CRF-R2 complex, primary screen, cell-based, HEK293, calcium dye fluorescence, uHTS. AID 588473, 2011. activation, % at 13.2 µM. calcium dye fluorescence (FLIPR); percent of saturating CRF peptide response. hit rate 0.46% among 350,000. CRF-binding protein / CRF receptor 2 complex (human);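 active means activation of at least 50%, plus an integration ratio under a set limit after plate pattern correction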;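 further: plate controls were neutral control wells without compound for no effect and CRF at EC100 for full effect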
* = called active by the depositor; / = no result given. Only part of the results is shown; count on the stated rates, not on these rows.

GalR3 antagonist	IDE act	IDE cell inh	M4 PAM	CRFBP-R2 block	CRFBP-R2 agonist	molecule
-12	/	/	2	/	/	O=C(NC1CCCC1)C(c1ccccc1)n1c(-c2ccc3c(c2)CCO3)nc2ccccc21 (stereo unspecified)
-1	/	/	-4	/	/	COC(=O)[C@@]12C[C@@H](CC(=O)N3CCC(c4ccccc4)CC3)C(=O)N(Cc3ccc4c(c3)OCO4)C1=CCC(C)(C)C2
-2	/	/	5	/	/	O=C([C@H]1O[C@@H](n2ccc(=O)[nH]c2=O)[C@H](O)[C@@H]1O)N(CCC1=CCCCC1)CC1CC1
-8	/	/	-5	/	/	CCc1nc2c(OCc3cc(Cl)cc(Cl)c3)cccn2c1N(C=O)Cc1ccc(OC)cc1
-10	/	/	-16	/	/	c1ccc(CNc2nc(NCc3ccccc3)c3sccc3n2)cc1
-7	/	/	1	/	/	O=C1NC[C@H](Cc2ccccc2)N(C[C@@H]2CCCN2C[C@H](Cc2ccc(O)cc2)N2C[C@H](Cc3ccc(O)cc3)N(CCc3ccccc3)C(=O)C2=O)C1=O
-6	/	/	-5	/	/	Cc1ccc(C(O)c2ncc(-c3ccccc3Cl)[nH]2)cc1F (stereo unspecified)
-6	/	/	-5	/	/	Cc1ccc2cc(F)ccc2n1
-6	/	/	13	/	/	CCCC(=O)N1CCCC1(C)C(=O)Nc1cc(C)ccc1C (stereo unspecified)
-8	/	/	-4	/	/	C[C@H](c1ccccc1)N1C[C@H](COCc2ccccc2)Oc2cc(N3CC[C@H](O)C3)ccc2S1(=O)=O
-2	/	/	-1	/	/	Cc1cc(F)ccc1C(O)c1ncc(-c2cccc(OCc3ccccc3)c2)[nH]1 (stereo unspecified)
-7	/	/	8	/	/	CC(=O)N1CCC(C(=O)N2c3ccccc3N=C(c3ccc(C(F)(F)F)cc3)C2C(=O)NC(C)(C)C)CC1 (stereo unspecified)
/	/	-4	/	-145	146*	C#CCOCCOCCOCCNc1nc(N2CCN(C(=O)CCCCCCCCCCNC(=O)[C@H](CCCCN)n3cc(CCO)nn3)CC2)nc(N2CCN(C(=O)CCCCCCCCCCNC(=O)[C@H](CCCCN)n3cc(C[C@@H](C)CC)nn3)CC2)n1
/	/	4	/	30	-5.9	CCC[C@H]1NC(=O)[C@H](C)N(C)C(=O)C(C)(C)C(=O)C(C)NC(=O)[C@H](Cc2ccc(OC)cc2)N(C)C(=O)[C@H](C(C)C)N(C)C(=O)CNC(=O)[C@H](CC(C)C)N(C)C(=O)CNC(=O)[C@H]([C@@H](C)CC)OC(=O)[C@H]1C (stereo partly specified)
/	0	/	/	-2	-2.4	CC(C)Oc1cc(C(=O)N2CCC(N3CCCCC3)CC2)ccc1Nc1nnc(Cl)c(Nc2ccccc2S(C)(=O)=O)n1
/	3	/	/	30	0.8	COc1ccc2[nH]c3c(c2c1)CCN1C(=O)C(CC(=O)NC/C=C(\C)CCC=C(C)C)C[C@H](C(=O)N2CCCCC2)[C@@]31C (stereo partly specified)
/	/	/	2	-32	2.2	COc1cccc(/C=C2\SC(=S)N(CCCC(=O)Nc3cccc(C(=O)O)c3)C2=O)c1
/	/	/	6	-3	-0.5	COc1ccc(NC(=O)c2sc3nc(N4CCOCC4)c4c(c3c2N)CCCC4)cc1
/	/	/	-8	-3	3.0	COc1cc(NS(=O)(=O)c2ccc(-n3cccn3)cc2)cc(OC)c1
-5	/	/	/	-6	-0.5	COc1ccc(Cl)cc1NC(=O)c1cccc(S(=O)(=O)Nc2c(C)n(C)n(-c3ccccc3)c2=O)c1
-6	/	/	/	-3	0.8	O=C(COC(=O)c1ccc(O)cc1)Nc1cc(S(=O)(=O)N2CCOCC2)ccc1N1CCOCC1
2	/	/	/	-1	-1.0	O=c1[nH]c(=O)c2ccccc2o1

Part of the list above in a different format.
Each structure is followed by: GalR3 antagonist	IDE act	IDE cell inh	M4 PAM	CRFBP-R2 block	CRFBP-R2 agonist
- C#CCOCCOCCOCCNc1nc(N2CCN(C(=O)CCCCCCCCCCNC(=O)[C@H](CCCCN)n3cc(CCO)nn3)CC2)nc(N2CCN(C(=O)CCCCCCCCCCNC(=O)[C@H](CCCCN)n3cc(C[C@@H](C)CC)nn3)CC2)n1
 : /	/	-4	/	-145	146*
- CCC[C@H]1NC(=O)[C@H](C)N(C)C(=O)C(C)(C)C(=O)C(C)NC(=O)[C@H](Cc2ccc(OC)cc2)N(C)C(=O)[C@H](C(C)C)N(C)C(=O)CNC(=O)[C@H](CC(C)C)N(C)C(=O)CNC(=O)[C@H]([C@@H](C)CC)OC(=O)[C@H]1C (stereo partly specified)
 : /	/	4	/	30	-5.9
- CC(C)Oc1cc(C(=O)N2CCC(N3CCCCC3)CC2)ccc1Nc1nnc(Cl)c(Nc2ccccc2S(C)(=O)=O)n1
 : /	0	/	/	-2	-2.4
- COc1ccc2[nH]c3c(c2c1)CCN1C(=O)C(CC(=O)NC/C=C(\C)CCC=C(C)C)C[C@H](C(=O)N2CCCCC2)[C@@]31C (stereo partly specified)
 : /	3	/	/	30	0.8
- COc1cccc(/C=C2\SC(=S)N(CCCC(=O)Nc3cccc(C(=O)O)c3)C2=O)c1
 : /	/	/	2	-32	2.2
- COc1ccc(NC(=O)c2sc3nc(N4CCOCC4)c4c(c3c2N)CCCC4)cc1
 : /	/	/	6	-3	-0.5

Results in CRFBP-R2 block, CRFBP-R2 agonist and IDE act, for some of the entries so far:
SMILES,CRFBP-R2 block,CRFBP-R2 agonist,IDE act
COc1cccc(/C=C2\SC(=S)N(CCCC(=O)Nc3cccc(C(=O)O)c3)C2=O)c1,-32,2.2,/
COc1cc(NS(=O)(=O)c2ccc(-n3cccn3)cc2)cc(OC)c1,-3,3.0,/
